Runt-SMMHC FRET = inhibitors of RUNX1 Runt–CBFb-SMMHC binding, primary screen, biochemical, FRET, Cerulean-Runt, Venus-CBFb-SMMHC, uHTS. 220,000 tested, 0.74% active. AID 1434, 2008. inhibition, % at 20 µM. Cerulean-Runt/Venus-CBFb-SMMHC FRET ratio 530/480, 1 h. Runt-related transcription factor 1 (Homo sapiens) + Core-binding factor subunit beta …;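 active means mean inhibition across duplicate retests at 20 µM reaching about 50%, limit read from the data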;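 further: 0% = DMSO wells and 100% = wells with excess untagged CBFb-SMMHC; inhibitors lower the FRET ratio by blocking Runt binding to CBFb-SMMHC; some results filed as inactive read as strong as hits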
TNF necrop inh = inhibitors of TNF-alpha triggered necroptosis, primary screen, cell-based, Jurkat FADD-/-, single concentration. Jurkat FADD-/- TNF necroptosis rescue, ATP luminescence, 24 h; 0 = TNF only, 100 = no-TNF cells. activation (protection from cell death), % at 10 µM. 220,000 tested, 0.068% active;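 active means activation, meaning protection from cell death, of at least 50% relative to plate controls; inactive means activation below 50%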;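 further: necroptosis triggered by 40 ng/mL TNF-alpha added together with compound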
p47phox inh = p47phox/p22phox peptide binding inhibitors, primary screen, biochemical, uHTS, NADPH oxidase regulatory subunit. Neutrophil cytosol factor 1 (Homo sapiens), P14598. fluorescence polarization, 2 h. inhibition, % at 24.7 µM. 220,000 tested, 0.53% active;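 active means inhibition above about 30%, limit read from the data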;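 further: 0% = p47phox with labelled peptide and 100% = labelled peptide alone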
Target sequence (P14598 whole entry, looked up): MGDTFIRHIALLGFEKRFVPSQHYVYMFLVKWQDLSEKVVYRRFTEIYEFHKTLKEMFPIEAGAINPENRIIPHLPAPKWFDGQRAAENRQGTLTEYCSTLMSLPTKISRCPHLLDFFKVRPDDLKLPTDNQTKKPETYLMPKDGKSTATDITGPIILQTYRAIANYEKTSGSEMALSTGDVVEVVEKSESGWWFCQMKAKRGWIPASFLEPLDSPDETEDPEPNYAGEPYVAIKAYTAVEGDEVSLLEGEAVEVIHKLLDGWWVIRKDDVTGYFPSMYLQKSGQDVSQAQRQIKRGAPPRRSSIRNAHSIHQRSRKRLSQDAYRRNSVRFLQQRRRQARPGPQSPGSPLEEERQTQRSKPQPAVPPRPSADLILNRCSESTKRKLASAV
PPC-1+TRAIL kill = compounds killing PPC-1 cancer cells with TRAIL present, primary screen, TRAIL potentiator project, ATPLite luminescence, uHTS; 220,000 tested, 0.41% active; PPC-1 cells + TRAIL, ATPLite viability luminescence; cell killing (% activity), % at 4 µM; AID 1443, 2008;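 active means cell killing above 50% in the first pass at 4 µM, then a duplicate retest at 5 µM averaging 50% or more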;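 further: plate controls were cells with TRAIL plus DMSO for no effect and medium-only wells lacking cells for full effect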
Mdm2 ligase inh = MDM2-luciferase reporter signal enhancers, primary screen, MDM2 E3 ligase inhibitor project, cell-based, luminescence, 1536-well; cell-based MDM2 ubiquitination luciferase reporter, 2 h; 0 = plate control, 100 = twice control, blank-subtracted; signal enhancement, % at 5 µM; 210,000 tested, 0.11% active; AID 1230, 2008;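 active means signal enhancement of 30% or more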;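 further: luminescence tracks abundance of the self-degrading MDM2-luciferase fusion protein; higher signal means inhibition of MDM2 E3 ligase activity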
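Buffer or medium: Cells held in DMEM | Assay system: Stable mammalian line carrying autodegrading MDM2–luciferase fusion reporter | Quantity: 2000 cells/well | Times: 4 h settle plus 2 h compound, 37 °C | Doses: One concentration, 5 µM, with 0.2% DMSO | Technique: Luminescence with SteadyLite reagent, 15 min at room temperature | Benchmarks: Plate controls and plate blanks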
TRPML3 agonist = human TRPML3 channel agonists, primary screen, cell-based, HEK293 TRPML3-YFP, Fluo-8 calcium fluorescence, 3 µM. Mucolipin-3 (Homo sapiens), Q8TDD5. 100% = the carbachol control signal. activation, % at 3 µM. 220,000 tested, 0.29% active;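 active means activation above its plate's cutoff, the mean activation of the plate's test wells plus 3 SD, cut at about 12% in these data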;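 further: 0% = DMSO only wells and 100% = carbachol wells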
Target sequence (Q8TDD5 whole entry, looked up): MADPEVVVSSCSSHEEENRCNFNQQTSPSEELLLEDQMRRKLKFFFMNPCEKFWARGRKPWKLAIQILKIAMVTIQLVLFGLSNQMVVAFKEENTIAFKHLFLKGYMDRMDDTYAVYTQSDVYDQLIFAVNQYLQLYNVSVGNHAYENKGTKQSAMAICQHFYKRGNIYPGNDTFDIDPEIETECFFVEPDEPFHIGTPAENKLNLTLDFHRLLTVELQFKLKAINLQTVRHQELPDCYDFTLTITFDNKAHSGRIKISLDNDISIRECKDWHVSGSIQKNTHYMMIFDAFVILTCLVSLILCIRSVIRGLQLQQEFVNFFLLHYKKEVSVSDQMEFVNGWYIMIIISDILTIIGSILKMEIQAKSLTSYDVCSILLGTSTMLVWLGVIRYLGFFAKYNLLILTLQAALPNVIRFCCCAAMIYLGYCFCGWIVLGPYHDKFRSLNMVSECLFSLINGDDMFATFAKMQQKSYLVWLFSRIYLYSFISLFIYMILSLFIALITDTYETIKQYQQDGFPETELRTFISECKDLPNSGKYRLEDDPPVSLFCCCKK
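Material: TRPML3-YFP stable HEK293 cells | Dosing: One concentration, 3 µM nominal, 0.3% DMSO | Timing: 125 s total fluorescence read per well | Technique: Fluo-8 calcium dye fluorescence, ex 470-495, em 515-575 nm | Measure: Percent activation from peak-to-basal fluorescence ratio, scaled between DMSO and carbachol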
EBV gp42 block = Epstein-Barr virus gp42 inhibitors, primary screen, biochemical, uHTS, fluorescence polarization; Glycoprotein 42 (Epstein-Barr virus (strain AG876)), Q1HVG2; Fluorescence polarization binding assay, mP read-out; inhibition, % (tested at 21.74 µM); 220,000 tested, 0.42% active; AID 1085, 2008; in the data active means inhibition above about 50%
CHOP inh = inhibitors of CHOP promoter induction, primary screen, cell-based, unfolded protein response, luciferase reporter; AID 2732, 2010; 220,000 tested, 3.8% active; CHO-K1 CHOP-promoter luciferase, tunicamycin-induced, 15-18 h; inhibition, % at 10 µM;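 active means compounds that reduced the stress-induced luciferase reporter signal by more than about 70% of percent inhibition, limit read from the data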;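 further: 0% = tunicamycin plus vehicle and 100% = wells without tunicamycin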
TRPN1 ag = zebrafish TRPN1 channel agonists, primary screen, cell-based, HEK293, calcium fluorescence | HEK293 zebrafish TRPN1-YFP, Fluo-8 calcium fluorescence; 100% = response to 87 µM carbachol | activation, % at 3 µM | 220,000 tested, 0.18% active | AID 1424, 2008;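 active means activation above its plate's cutoff, the mean activation of test wells on that plate plus 3 SD, cut at about 19% in these data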;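 further: 0% = DMSO alone and 100% = 87 µM carbachol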
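Material: zebrafish TRPN1-YFP in HEK293 cells; Doses: single test compound dose, 3 µM nominal, 0.3% DMSO; Timing: dye loading 1 h at 37 °C, then 30 min room temperature; Technique: intracellular calcium fluorescence with Fluo-8; Benchmarks: high carbachol 87 µM, low DMSO alone.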
Numbers without * were called inactive; . = no result given.

SMILES	Runt-SMMHC FRET	TNF necrop inh	p47phox inh	PPC-1+TRAIL kill	Mdm2 ligase inh	TRPML3 agonist	EBV gp42 block	CHOP inh	TRPN1 ag
O=C(CN1CCN(c2ncccn2)CC1)NCc1ccccc1	4	0.4	-19	25	103*	0.1	0	14	3.3
O=C1CC(C(=O)N2CCOCC2)C2(CCCCC2)O1 (centres undefined)	-3	0.2	-4	23	-2	0.6	-2	-2	0.1
CCN(CCNC(=O)Nc1ccc(Cl)cc1)c1ccccc1	-1	0.2	-5	26	-2	0.7	-16	75*	4.5
CC(C)(C)C(=O)NC(n1cnc2c(N3CCOCC3)ncnc21)C(Cl)(Cl)Cl (centres undefined)	1	-0.8	-1	31	-2	0.3	-5	-2	0.9
CCOC(=O)c1ccccc1NC(=O)CSc1nc2ccccc2n1CC(=O)N1CCCC1	2	-4.1	-6	0	15	0.2	-5	24	1.8
CNc1nc(C(=O)O)nc(N2CCOCC2)n1	6	-1.5	-21	23	-10	0.4	-7	-8	1.2
CCC(NC(=O)OC(C)(C)C)C(=O)Oc1ccc2c3c(c(=O)oc2c1)CCC3 (centres undefined)	35	-2.2	-5	-1	6	0.2	-12	34	0.9
Cc1ccc(C(=O)N/C(=C/c2ccccc2)C(=O)NCC2CCCO2)cc1 (centres undefined)	0	-0.7	-7	2	1	-0.4	2	-9	-0.4
CN(c1ccccc1)S(=O)(=O)c1cccc(C(=O)Nc2nn[nH]n2)c1	-3	2.5	3	5	-14	0.4	-7	11	2.2
C=CCc1cc(C=O)cc(OC)c1OCc1ccc(Cl)cc1	-2	-5.4	0	5	-3	-0.4	-16	-9	-1.6
CN1CC[n+]2cnc3ccccc3c21	0	-1.3	-7	9	.	0.6	-85	4	-0.6
CN(CCc1ccccn1)C(=O)Nc1ccc(C(C)(C)C)cc1	2	1.8	-12	4	-2	0.3	-3	-3	0.2
C=CCn1c(SCC(=O)NCCO)nc2sc(C)c(C)c2c1=O	0	0.5	2	20	2	0.2	-14	-5	-0.2
COc1ccccc1NC(=O)CSc1nnc(Cc2cc(=O)[nH]c(=O)[nH]2)n1-c1ccccc1	-3	-0.1	-9	32	-15	0.3	-6	23	0.8
Cc1ccc(C(=O)OCC(=O)Nc2ccc3c(c2)OCO3)cc1S(=O)(=O)N1CCOCC1	4	-0.3	-18	5	-1	-0.4	-86	7	-0.5
O=C(c1cnc2ccccn2c1=O)N1CCCc2ccccc21	-2	0.5	2	12	-10	0.9	-12	13	1.0
Cc1ccnc(NC(=O)COc2ccc3oc4c(c3c2)CCCC4)c1	1	-0.9	0	19	-8	-0.5	2	18	0.1
COCCNC(=O)c1ccccc1NC(=O)c1ccccc1N(C)S(=O)(=O)c1ccccc1	0	-1.7	-4	7	-9	0.5	3	4	-0.7
CCOC(=O)CC1C(=O)NCCN1S(=O)(=O)c1ccc(F)cc1 (centres undefined)	-2	-1.0	-4	4	-28	-0.2	1	2	0.5
COc1ccccc1NC(=O)c1c(N=Cc2cccc([N+](=O)[O-])c2)cnn1C	-1	-3.9	2	25	-7	0.5	-3	-11	0.9
CCN1CCCC1CNC(=O)c1csc2c1CCCC2 (centres undefined)	2	2.2	-5	4	-15	0.8	-8	3	0.2
CN(C)C(/C=C/Nc1cccc(Br)c1)=C(C#N)C#N	-3	-0.7	-4	6	-12	-0.1	2	0	1.1
CCC(c1nnnn1Cc1ccc2c(c1)OCO2)N1CCN(CC)CC1 (centres undefined)	0	0.4	-18	-5	-14	-0.3	-4	-2	0.8
CCOc1ccc(N2C(=O)CC(NCc3ccc(S(N)(=O)=O)cc3)C2=O)cc1 (centres undefined)	1	0.3	-10	-6	-6	1.2	-15	-2	1.6
Cc1nc2sc(C(c3cccs3)N3CCN(Cc4ccccc4)CC3)c(O)n2n1 (centres undefined)	-2	0.1	-2	5	-10	0.7	-9	5	0.7

Four of the entries above in order of the p47phox inh value, ascending.
smiles	p47phox inh
CNc1nc(C(=O)O)nc(N2CCOCC2)n1	-21
CN(CCc1ccccn1)C(=O)Nc1ccc(C(C)(C)C)cc1	-12
CN1CC[n+]2cnc3ccccc3c21	-7
CCOC(=O)CC1C(=O)NCCN1S(=O)(=O)c1ccc(F)cc1 (centres undefined)	-4

Next part
SMILES	Runt-SMMHC FRET	TNF necrop inh	p47phox inh	PPC-1+TRAIL kill	Mdm2 ligase inh	TRPML3 agonist	EBV gp42 block	CHOP inh	TRPN1 ag
O=S(=O)(c1ccccc1)c1nc(-c2cccs2)oc1NCCCn1ccnc1	3	2.2	-17	16	-10	0.2	-10	-10	0.5
CSc1ccccc1C(=O)NCCOc1ccccc1C	2	0.4	-1	7	-17	0.5	1	-4	-0.1
Cc1nn(Cc2ccc(Cl)cc2)c(C)c1NC(=O)Cn1nc([N+](=O)[O-])c(Cl)c1C	15	-1.1	-1	30	-3	0.7	-8	-21	0.4
COc1cc(Cl)c(C)cc1NC(=O)COc1cc(C)nc(C(C)C)n1	2	1.5	-11	-12	-11	-0.1	-7	1	0.5
CCOC(=O)/C(C#N)=C1/CCCCCN1C	-4	-3.1	-18	3	-11	0.3	2	0	0.9
Cc1ccc(/C=C/c2ccc(=O)n(Cc3ccc(Cl)cc3Cl)n2)cc1	-4	-3.0	-4	-10	-1	-0.8	-25	37	1.7
CC1Cc2ccccc2N1C(=O)COC(=O)CCc1nc2ccccc2c(=O)[nH]1 (centres undefined)	-3	0.5	-4	6	-13	-0.8	-8	4	-0.5
Cc1ccc(-c2[nH]nc3c2C(c2cccnc2)C(C#N)=C(N)O3)cc1 (centres undefined)	4	-3.8	13	.	-5	0.5	-2	31	-0.1
COc1cccc2oc(-c3ccco3)cc(=O)c12	-4	-0.3	-5	14	.	0.1	-7	-7	-0.1
CCCCC(C(=O)OCC(=O)c1ccc(OC)cc1)N1C(=O)c2ccccc2C1=O (centres undefined)	-2	-2.9	-8	2	-4	0.8	-13	-13	1.9
O=C(Nc1ccccn1)c1ccc2nc(-c3ccccc3)c(-c3ccccc3)nc2c1	4	-1.7	-10	-10	-19	0.6	-11	-30	0.0
O=c1c(Sc2ccccc2)c(C(F)(F)F)[nH]n1-c1ccccc1	1	-0.7	-4	12	-8	1.6	1	27	1.2
O=C(CSc1nccn1-c1cccc(Cl)c1)Nc1ccc2c(c1)OCCO2	-1	0.5	-2	-19	-12	-0.6	-9	31	0.0
Cc1[nH]c2ccccc2c1C(=O)COc1ccccc1F	1	0.1	-7	9	9	1.1	-8	16	-0.1
CCc1ccc2[nH]c(=O)c(CN(CCO)C(=O)NCc3ccccc3)cc2c1	1	.	9	-2	7	.	-18	5	.
CC1CCCN(CC(=O)Nc2ccc(S(=O)(=O)NC3CCCCC3)cc2)C1 (centres undefined)	-1	-1.1	-9	-4	-8	1.0	9	58	3.6
O=C(NN1C(=O)c2ccccc2NC1c1ccc([N+](=O)[O-])o1)c1ccccc1 (centres undefined)	-1	-2.1	-11	.	-1	0.3	2	3	-0.3
N#C/C(=C(/O)CN1CCN(c2ccccc2F)CC1)c1nc(-c2ccc(Cl)cc2)cs1	-7	-4.7	-27	20	3	-0.5	-21	82*	1.0
O=C(C1=C[C@H](c2ccccc2)C[C@H](OCCCCO)O1)N1CCN(Cc2ccccc2)CC1	-3	0.7	.	5	.	0.2	-10	6	0.7
Cc1cccc(C)c1-n1c(=O)n(Cc2ccccc2)c(=O)c2[nH]cnc21	-7	-1.9	-1	23	-12	0.4	-6	14	0.4
O=C(Nc1cc(Cl)cc(Cl)c1)N1CCCN(Cc2ccccc2)CC1	-3	8.4	-9	-5	-21	0.2	-18	4	0.3
Cc1cccnc1Nc1nc(-c2ccccn2)cs1	1	-9.8	-9	0	-31	1.3	-1	-79	1.7
Cc1ccncc1C(N)=O	0	1.5	0	3	0	1.4	-10	6	-1.2
CCN(CC)S(=O)(=O)c1ccc(C(=O)Nc2nnc(COC)o2)cc1	-2	0.9	.	-3	-10	0.6	-4	24	0.4
Cc1ccc(C2c3c(oc4ccccc4c3=O)C(=O)N2CCCN2CCOCC2)o1 (centres undefined)	-10	0.1	-7	15	-13	0.3	-15	18	-0.5

Later entries:
SMILES	Runt-SMMHC FRET	TNF necrop inh	p47phox inh	PPC-1+TRAIL kill	Mdm2 ligase inh	TRPML3 agonist	EBV gp42 block	CHOP inh	TRPN1 ag
O/N=C/c1ccccc1Oc1ccccc1	3	-8.3	0	28	-4	-0.9	4	18	-1.1
CC/C(O)=N\S(=O)(=O)c1ccc(N=NN(C)C)cc1	-4	-0.6	-7	-1	5	0.9	-23	-3	2.9
COc1cccc(NC(=O)c2oc3ccccc3c2NC(C)=O)c1	-2	0.0	-7	27	-2	-0.6	-14	-43	-0.6
O=C(CCCc1c[nH]c2ccccc12)N1CCN(c2ccc(N3CCOCC3)nn2)CC1	-2	0.3	-6	19	-5	0.6	-8	13	0.9
O=P(O)(CN1CCCCCC1)CN1CCCCCC1	3	-0.9	-5	8	-14	0.6	-15	8	0.3
CN(C)c1nc2c(c(=O)[nH]c(=O)n2C)n1Cc1ccccc1Br	-2	-2.5	-5	10	-18	0.1	-3	5	-0.1
COc1ccc(C)c2sc(=NC(=O)c3ccccc3)n(C)c12	-1	-0.2	45*	-3	-14	0.0	0	-26	1.0
COc1ccc(CCNC(=S)NC(=O)c2ccccc2)cc1OC	2	-2.2	-3	12	-11	0.5	-18	32	0.4
Cc1ccc(C(c2sc3ncnn3c2O)N2CC(C)CC(C)C2)cc1 (centres undefined)	-2	-0.7	-7	15	-20	0.6	-7	45	1.1
C/C(=N\N=C1/NC(=O)C(C)S1)c1ccc([N+](=O)[O-])cc1 (centres undefined)	-2	0.3	-4	8	10	0.8	-13	24	-0.8
COc1ccc(CCC(=O)Nc2cccc(Cl)c2)cc1	0	2.5	-20	0	.	-0.3	-16	3	-0.1
